# Bioassay records deposited in PubChem BioAssay by The Scripps Research Institute Molecular Screening Center.
# FBW7 activator: FBW7 E3 ligase activators, primary screen, biochemical, AlphaScreen, human; F-box/WD repeat-containing protein 7 (Homo sapiens), Q969H0; AlphaScreen FBW7–phospho-cyclin E peptide binding, activator screen; normalized activity (activation), % at 26.1 µM; hit rate 0.13% among 650,000; AID 1259310, 2017; in the data active = normalized activity above about 1.9%;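 also: purified mutant Fbw7 with reduced substrate affinity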
# Target sequence (Q969H0 whole entry, looked up): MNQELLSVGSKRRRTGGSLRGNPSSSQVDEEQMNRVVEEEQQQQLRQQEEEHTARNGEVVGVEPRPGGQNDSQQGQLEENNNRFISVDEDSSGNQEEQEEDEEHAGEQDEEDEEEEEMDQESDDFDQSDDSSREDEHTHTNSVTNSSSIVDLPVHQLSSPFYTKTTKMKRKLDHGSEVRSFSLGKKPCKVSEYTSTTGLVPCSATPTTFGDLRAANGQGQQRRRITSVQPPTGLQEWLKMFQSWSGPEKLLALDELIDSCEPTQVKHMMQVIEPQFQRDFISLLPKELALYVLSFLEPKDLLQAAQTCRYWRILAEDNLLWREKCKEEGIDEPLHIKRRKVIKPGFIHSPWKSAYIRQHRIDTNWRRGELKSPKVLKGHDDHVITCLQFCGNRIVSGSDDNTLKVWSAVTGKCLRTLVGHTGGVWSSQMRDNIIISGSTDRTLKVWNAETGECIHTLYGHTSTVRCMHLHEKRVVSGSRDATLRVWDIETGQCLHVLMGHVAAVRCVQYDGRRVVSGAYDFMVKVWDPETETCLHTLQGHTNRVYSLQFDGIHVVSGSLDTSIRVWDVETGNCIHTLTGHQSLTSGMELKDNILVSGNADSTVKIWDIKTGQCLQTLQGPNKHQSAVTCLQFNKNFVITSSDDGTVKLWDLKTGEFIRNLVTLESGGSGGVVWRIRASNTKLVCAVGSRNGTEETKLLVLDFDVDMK
# TEAD-YAP block: TEAD-YAP interaction inhibition, primary screen, TEAD-YAP interaction inhibitor project, luminescence, HEK-TIYL cells; TEAD-Gal4/YAP UAS-luciferase luminescence; inhibition, % at 9.12 µM; hit rate 1.4% among 640,000; AID 1259422, 2018; in the data active = inhibition above about 32%;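 also: 0% = median of test compound wells and 100% = reference inhibitor wells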
# GPR151 ag: activators of human GPR151, primary screen, cell-based, PathHunter beta-arrestin, luminescence. G-protein coupled receptor 151 (Homo sapiens), Q8TDV0. PathHunter beta-arrestin GPR151 cells. activation, % at 11.2 µM. hit rate 1% among 650,000. AID 1508602, 2020; in the data active = activation above about 4.9%;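 also: 0% = median of compound wells and 100% = cells with positive control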
# MITF primary: MITF inhibitors, primary screen, biochemical, AlphaScreen, human; AID 1259374, 2018; Microphthalmia-associated transcription factor (Homo sapiens), O75030; hit rate 0.91% among 650,000; inhibition, % at 2.6 µM; AlphaScreen MITF homodimerization, bead proximity signal; in the data active = inhibition above about 50%;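 also: 0% = vehicle wells with protein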
# * = called active by the depositor; & = joins results of further samples.
SMILES,FBW7 activator,TEAD-YAP block,GPR151 ag,MITF primary
N#CC1=C(N)C(C#N)(C#N)C(c2ccco2)C2CN(Cc3ccccc3)CC=C12 (stereo unspecified),-1.0,7,1.2,12
Cc1noc(C)c1CSc1nc2sc3c(c2c(=O)n1-c1ccccc1)CCC(C)C3 (stereo unspecified),0.8,-8,-1.1,3
O=C(NCc1ccc2c(c1)OCO2)c1cc(Sc2ccc(Cl)cc2)nc2ccccc12,0.0,-6,1.6,-3
Cc1cccc2c(C(=O)Oc3ccc([N+](=O)[O-])cc3)cc(-c3ccc(Cl)cc3)nc12,0.1,6,0.4,12
CCCCNC(=O)CC(NS(=O)(=O)c1ccc(OC)cc1)c1ccco1 (stereo unspecified),0.5,7,-1.3,12
CC1(C)Cc2c(sc(NC(=O)C3CC3)c2C(N)=O)C(C)(C)N1,0.1,2,-0.1,3
COC(=O)CSc1nc(N)nc(C)c1Cl,0.0,2,3.4,-9
CCOc1ccc(C2Oc3ccccc3C=C2[N+](=O)[O-])cc1OC (stereo unspecified),0.0,-50,-1.0,17
CCCCOCC(O)CN1CCN(C(C)=O)CC1 (stereo unspecified),0.0,5,1.0,28
COc1cc2c(cc1OC)C1(C)N(CC2)C(=O)OC1(C)C (stereo unspecified),-0.1,8,-0.6,18
CN(C)CCN1C(=O)C(=O)/C(=C(\O)c2ccccc2)C1c1ccc(O)cc1 (stereo unspecified),0.7,-1,1.3,6
CSc1ccc(CC(=O)Nc2cccc(-c3nc4ccccc4[nH]3)c2)cc1,0.0,-3,-2.0,4
Cc1cc(Cl)ccc1NC(=O)CCCn1c2ccccc2c(=O)c2ccccc21,0.1,-3,1.5,4
CC(C)NC(=O)CC(=O)N/N=C/c1cccc(O)c1,0.3,-2,-0.2,-1
Cc1ccc(C(=O)COC(=O)c2ccccc2O)cc1,0.1,2,-6.0,8
CC1(C)SC(=S)N(CCN2CCOCC2)C1N(O)C(=O)Nc1cccc2ccccc12 (stereo unspecified),0.6,-1,-0.1,15
CCOc1ccc(-n2cc(C(=O)Nc3ccc(F)c(Cl)c3)c3cc(OC)c(OC)cc3c2=O)cc1,-0.1,-14,0.0,2
COC(=O)C1=CN(Cc2ccc(F)cc2)C=C(C(=O)OC)C1c1ccc(Cl)cc1,0.2,-3,0.5,-17
O=C1CCCC2=C1C(c1cccc(O)c1)NC(=S)N2 (stereo unspecified),0.1,65*,0.8,-22
CC(C)Sc1nc2ccc(Br)cc2[nH]1,0.1,-53,-1.9,11
C=CCSc1nc2ccccc2n1CC(=O)O,0.1,9,1.5,2
Cc1cc(C)cc(N2C(N)=NC(N)=NC2c2ccccc2F)c1 (stereo unspecified),-0.1,5,-0.1,-6
O=C(O)c1cc(Nc2ccc([N+](=O)[O-])c3nonc23)ccc1O,-0.5,11,-3.0,8
COC(=O)Cn1c(O)c(N=NC(=O)CNC(=O)c2cccnc2)c2ccccc21,0.1,-2,-1.4,-6
O=C(O)CCC(=O)Nc1nc(C2CC2)cs1,0.5,0,-0.2,-3
CCOC(=O)C1CCN(C(=O)Nc2ccc(Cl)cc2Cl)CC1,-0.1,-2,5.4*,-8
O=C(O)c1ccc(/C=N\n2c(-c3ccccc3)n[nH]c2=S)cc1,-0.1,-7,0.2,2
O=C(CN1CCN(Cc2ccc(F)cc2)C1=O)NCc1ccc(F)cc1,0.0,-15,1.5,-6
O=C(Nc1ccc2[nH]ncc2c1)C1CCNCC1,0.3,4,1.4,16
O=C(NCCc1ccccc1)c1cccnc1SCc1cccc(Br)c1,0.0,4,0.1,4
CCOc1ccc2nc(NCCNC(=O)C(C)(C)C)c(C)cc2c1,1.0,-5,-2.0,1
Cc1nnc(SCc2ccc(C(F)(F)F)cc2)[nH]c1=O,0.2,-13,0.9,8
O=C1/C(=C/c2ccc(Cl)cc2)C=C(c2ccccc2)N1c1ccc(I)cc1,0.5,1,-0.3,10
CC(=O)N1CCN(S(=O)(=O)c2cccc(C(=O)Nc3cccc(F)c3)c2)CC1,0.0,-5,0.8,-9
COC(=O)c1ccc(CN2CCCC(N3CCOCC3)C2)cc1 (stereo unspecified),0.0,5,3.7,2
CCCSc1nc2c(c(=O)n1-c1ccccc1OC)SCC2,0.0,3,-0.8,22
COc1ccc(N2C(=O)C3CCCN3C2c2cccc(OC)c2)cc1 (stereo unspecified),0.4,8,6.4*,4
O=C(/C=C/c1ccc(Br)cc1)N1CCCC1,-0.1,-45,0.3,-2
Cc1nc2c(Cl)cc(Cl)cc2c(=O)o1,0.1,0,0.6,4
Cc1ccsc1C(=O)N1CCN(S(=O)(=O)c2ccccc2C#N)CC1,-0.1,3,-1.6,-4
CC(=O)C1C(c2ccc(F)cc2F)C(C#N)(C#N)C2c3ccccc3C=CN12 (stereo unspecified),0.8,-15,-1.1,20
COc1ccccc1N1CCN(C(=O)c2cc(-c3ccc(Cl)c(Cl)c3)nc3ccccc23)CC1,0.0,-12,-0.4,-9
COc1ccc(-c2nc3n(c2-c2ccc(OC)cc2)CCC3)cc1,0.1,-5,0.1,2
O=C(Cn1c(=O)n(-c2ccccc2)c(=O)c2oc3ccccc3c21)N1CCCC1,0.0,2,0.6,15
CC(=O)Nc1ccc(NC(=O)C2CCCN2C(=O)OCc2ccccc2)cc1 (stereo unspecified),-0.1,-1,0.1,2
O=Cc1ccc(OCc2ccc(I)cc2)cc1,0.1,-30,0.9,-17
CC(C)N1CCC(N2CCN(Cc3cc(Cl)ccc3O)CC2CCO)CC1 (stereo unspecified),-0.1,3,0.6,-7
COc1ccc(C2C(C(=O)c3cccs3)=C(O)C(=O)N2Cc2cccnc2)cc1OC (stereo unspecified),0.0,2,-1.3,-1
OCC1CCCN1c1nc(NCc2nc3ccccc3[nH]2)c2ncn(-c3ccccc3)c2n1 (stereo unspecified),-0.3,48*,1.0,9
O=C(Nc1ccc(Cl)cn1)c1cc(I)ccc1Cl,-0.1,6,-0.2,-15

# 5 entries picked at random from the list so far, as already listed:
SMILES,FBW7 activator,TEAD-YAP block,GPR151 ag,MITF primary
O=C(Nc1ccc2[nH]ncc2c1)C1CCNCC1,0.3,4,1.4,16
O=C(O)c1ccc(/C=N\n2c(-c3ccccc3)n[nH]c2=S)cc1,-0.1,-7,0.2,2
CCOc1ccc2nc(NCCNC(=O)C(C)(C)C)c(C)cc2c1,1.0,-5,-2.0,1
O=C(/C=C/c1ccc(Br)cc1)N1CCCC1,-0.1,-45,0.3,-2
CCOC(=O)C1CCN(C(=O)Nc2ccc(Cl)cc2Cl)CC1,-0.1,-2,5.4*,-8

# Among those listed so far, these contain a COOH group:
SMILES,FBW7 activator,TEAD-YAP block,GPR151 ag,MITF primary
C=CCSc1nc2ccccc2n1CC(=O)O,0.1,9,1.5,2
O=C(O)c1cc(Nc2ccc([N+](=O)[O-])c3nonc23)ccc1O,-0.5,11,-3.0,8
O=C(O)CCC(=O)Nc1nc(C2CC2)cs1,0.5,0,-0.2,-3
O=C(O)c1ccc(/C=N\n2c(-c3ccccc3)n[nH]c2=S)cc1,-0.1,-7,0.2,2

# (cont.)
SMILES,FBW7 activator,TEAD-YAP block,GPR151 ag,MITF primary
CC(=O)n1c2c(c3ccccc31)CCCC2,1.4,-5,-1.0,-4
Cc1cc(=O)[nH]c(SCC(=O)NC2CCCCCCC2)n1,0.0,3,0.9,10
O=C1C2C3CCC(C3)C2C(=O)N1c1ccccc1S (stereo unspecified),-0.2,-27,-5.1,0
CC1=C(C(=O)OCc2ccccc2)C(c2ccc(F)c(Br)c2)CC(=O)N1 (stereo unspecified),0.0,2,0.2,-3
COCCNc1nc2c(c(=O)n(C)c(=O)n2C)n1Cc1ccc(Br)cc1,0.1,13,1.6,-3
CCOC(=O)c1c(NC(=O)CSc2nnc(CNC(=O)c3ccccc3F)n2-c2ccc(F)cc2)sc2c1CCC2,0.0,-10,-0.3,-11
CCC(=O)Nc1ccc(NC(=S)NC(=O)c2ccc(F)cc2)cc1,0.1,-3,-0.1,-11
COc1ccc2c(c1)C1(SC(NC(C)=O)=NN1C(C)=O)C(=O)N2C (stereo unspecified),0.9,14,1.7,9
O=C(CSc1ccc(Cl)cc1)Nc1cc(C(=O)O)cc(C(=O)O)c1,-0.1,-4,3.3,-13
CC1CCN(c2ccc(C#N)cc2)CC1,0.4,-2,0.0,11
O=C(NCCCN1CCN(c2ccccc2F)CC1)c1ccc(Cn2nnc3ccccc3c2=O)cc1,0.0,7,3.3,6
Cc1oc(-c2cccc(C(F)(F)F)c2)cc1C(=O)O,0.9,4,0.2,7
Cc1ccc2nsnc2c1S(=O)(=O)N1CCc2ccccc2C1CN1C(=O)c2ccccc2C1=O (stereo unspecified),0.5,2,0.8,14
CC(NS(=O)(=O)c1ccccc1C(F)(F)F)c1ccccc1 (stereo unspecified),-0.1,-1,-0.9,9
CCOC(=O)CN=C(C)c1c(C)[nH]n(-c2nc3ccccc3s2)c1=O,0.5&0.0,49*,-9.6&-7.5,4&-17
O=C(C(c1ccccc1)c1ccccc1)N1CCN(C2CCCCCC2)CC1,0.1,-8,-1.0,25
CCOc1ccccc1-n1c(=S)sc2c(=O)n(-c3ccccc3C)c(=S)[nH]c21,0.1,8,0.3,6
CCOc1cc(/C=N/NS(=O)(=O)c2ccc(C)cc2)ccc1OC,-0.2,-18,0.6,13
COc1cc(NC(=O)c2ccc(C)cc2C)cc(OC)c1,-0.1,-1,-4.5,5
Nc1ccc(C(=O)Nc2ccc(-c3nc4cc(N)ccc4o3)cc2)cc1,0.1,-1,-2.0,15
COc1ccc(-c2csc(NC(=O)COC(=O)c3ccc(OC)c([N+](=O)[O-])c3)n2)cc1,-0.1,-8,-0.7,11
O=C(CC1NCCNC1=O)Nc1ccccc1C(F)(F)F (stereo unspecified),0.3,2,0.4,21
COc1ccc(/C=N/NC(=O)CNc2cccc3ccccc23)cc1Cl,-0.1,8,4.2,15
CC(C)(C=O)Cc1cc(C(C)(C)C)c(O)c(C(C)(C)C)c1,0.2&-0.1,-12,-2.2&0.4,24&17
CN(C)c1ccc(/C=N/N2C(=O)C3C4C=CC(C5CC45)C3C2=O)cc1 (stereo unspecified),0.2,-9,1.3,9
COc1ccc(OC)c(CN2CCN(Cc3ccccc3F)C(CCO)C2)c1 (stereo unspecified),-0.1,5,-0.4,-8
Cn1cnnc1SCC(=O)Nc1ccc([N+](=O)[O-])cc1,-0.2,14,-1.1,4
Cc1c(C(=O)N2CC(C)CC(C)C2)sc2ncnc(N3CCN(c4ccccc4)CC3)c12 (stereo unspecified),0.3,-8,-1.0,1
Cn1c(=O)c2nc(-c3cccc(Cl)c3)oc2c2ccccc21,0.6,-7,-0.5,-4
Nc1ncc(Br)cc1S(=O)(=O)Nc1ccc(C(F)(F)F)cc1,-0.1,9,-0.1,3
CCCCOc1ccc(C(=O)CCN(CC)CC)cc1,0.4,-3,0.8,-4
Cn1c(=O)c2sccc2n2c(CCCC(=O)NCCCN3CCCC3=O)nnc12,0.1,2,-2.6,16
O=C(CSc1ncn[nH]1)N1CCc2ccccc21,-0.1,-23,-1.8,-4
O=C(Cn1cnc2c(cnn2-c2cccc(Cl)c2)c1=O)c1ccccc1,0.0,2,-1.0,-1
O=C(NCc1ccccn1)c1cccc(NC2=NC3CS(=O)(=O)CC3S2)c1 (stereo unspecified),0.3,7,0.7,6
COc1ccc(OC)c(NC(=O)Cc2nn(C)c(=O)c3ccccc23)c1,-0.1,8,2.1,-3
CCOC(=O)c1[nH]c(C)c(C(=O)NCc2ccc(C)cc2)c1C,0.0,-1,1.2,-5
CC(C(=O)Nc1cc([N+](=O)[O-])ccc1Cl)N1CCC(C(N)=O)CC1 (stereo unspecified),0.1,4,-1.1,-11
O=S(=O)(Nc1ccc(-c2nnc3n2CCCCC3)cc1)c1ccccc1,-0.2,5,-0.7,-9
O=c1oc2ccc(Br)cc2cc1-c1nc2ccccc2s1,-0.1,-10,0.7,5
O=C(CN1C(=O)CCC1=O)Nc1ccc(Cl)cc1F,0.3,6,-1.1,17
Cn1c(=O)c2nc(SCC(=O)Nc3cccc(C(F)(F)F)c3)n(C)c2n(C)c1=O,0.1,11,-1.4,13
Cc1c(Cl)cccc1N1C(=O)C2C3C=CC(C3=C3CCCCC3)C2C1=O (stereo unspecified),-0.1,-6,1.6,4
O=C(CSc1nnc2scc(-c3ccc(F)cc3)n12)NCc1ccco1,-0.1,10,4.0,10
COc1cc(/C=C2/C(=N)N3OC(C)=CC3=NC2=O)cc(OC)c1OCCOc1ccccc1,-0.1,-4,1.8,3
O=C(CSc1nc2ccsc2c(=O)n1NC(=O)c1ccccc1)c1ccc(Cl)c(Cl)c1,0.1,-26,-0.2,15
COc1cc(NC(=O)c2cnc(NCc3ccc4c(c3)OCO4)s2)cc(OC)c1OC,0.0,18,1.0,9
